Assay outcomes as filed in PubChem.
Abeta rescue: compounds reversing amyloid beta toxicity in yeast; actives 0.063% (n = 410,000); AID 1347071; yeast expressing A-beta42, growth rescue, OD600, 48 h; response scale: 0% DMSO, 100% iron-clioquinol control; Potency, µM (series often up to 46.1 µM), for the others: top-dose growth rescue, actives largely listed as activators; further: potency means the concentration at half of the fitted maximal effect; nearly all actives have a fitted effect of over 55% in size
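Yeast growth medium received pinned compounds, then yeast cells expressing toxic A-beta were added; plates incubated at 30 C for 48 hr. Growth read as absorbance at 600 nm, normalized to DMSO and equimolar FeCl3 plus clioquinol controls.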
CCT chaperon mod: cytosolic chaperonin activity modulation; purified chaperonin ATPase assay, HTRF ADP detection, 30 min; activity change, % (concentration not given with the values), hits read low; actives 0.3% (n = 360,000); AID 651819; in the data active means activity change below about -30%; further: on the % scale 0 is the no-effect control and ±100 the full control effect
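Nucleotide hydrolysis assay: TRiC at 20–40 nM final (set by batch activity) with 10 uM ATP, 30 min at 37 °C, in presence of 76 uM compound. Detection by competitive ADP HTRF, 30 min ambient.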
TGFb inhibitor: TGF-b pathway inhibition. HepG2 CAGA-GFP TGF-b/SMAD3 reporter, GFP fluorescence, 18 h; TGF-beta stimulated, 500 pg/mL final. Potency, µM (top dose mostly 46.1 µM), inactives show at the highest dose activity, negative = inhibition, actives largely listed as inhibitors. actives 1.2% (n = 410,000). AID 588855; further: potency means the concentration at half of the fitted maximal effect; on the % scale 0 is the no-effect control and ±100 the full control effect; nearly all actives have a fitted effect of over 65% in size
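Smad-responsive CAGA-GFP expression was quantified in HEPG2 cells exposed to compounds and 500 pg/mL final TGF-beta for 18 h at 37 degrees C; unstimulated wells defined full inhibition.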
HepG2 tox: kills HepG2 cells in TGF-b inhibitor counter-screen. actives 0.76% (n = 410,000). Potency, µM (titrated, usually from 46.1 µM), for the others: at the highest dose activity change, negative = cytotoxicity, usual class: cytotoxic. HepG2 CAGA-GFP viability, ATP luminescence, 18 h; further: potency means the concentration at half of the fitted maximal effect; some results filed as inactive show a strong effect at the top dose
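CellTiter-Glo luminescence gave cytotoxicity after 18 hours at 37 degrees C. The cells were HepG2 CAGA-GFP in 1% FBS DMEM, stimulated with 500 pg/mL TGF-beta after compound addition. %Activity was normalised to no-cell wells (complete cell-killing) and DMSO (no toxicity), and curves were fitted and classified.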
Nrf2 activator: Nrf2 pathway activation; AREc32 ARE-luciferase reporter (MCF7-derived line), luminescence, 24 h; Potency, µM (doses to about 46.1 µM), inactives show top-dose activation, hits mostly activators; actives 0.31% (n = 410,000); AID 624171; further: potency means the concentration at half of the fitted maximal effect; % of control where 0% means no effect; nearly all actives have a fitted effect of over 65% in size
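For detection, Steady-Glo was added and plates sat 30 min at RT; before that, AREc32_Fluc cells grown overnight in OPTI-MEM/5% FBS had been treated with 23 nL compound for 24 hr at 37 deg C.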
Nrf2 inh: blocks Nrf2 signaling | actives 2.1% (n = 360,000) | Potency, µM (doses to about 46 µM), without a hit: at the top dose activity change, negative = inhibition, hits mostly inhibitors | A549 ARE-Fluc reporter, luciferase luminescence, 18-24 h | AID 504444; further: potency means the concentration at half of the fitted maximal effect; on the % scale 0 is the no-effect control and ±100 the full control effect; nearly all actives have a fitted effect of over 60% in size
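Cells were seeded and rested 2 h, then exposed to compounds for 18-24 h. CellTiter-Fluor was read first as a viability measure. BugLite was added 15 min before the final luminescent read of ARE-luciferase activity in A549 cells.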
MmCpn inh: inhibitors of Methanococcus maripaludis chaperonin (MmCpn); purified Mm-Cpn ATPase, ADP Transcreener TR-FRET; Potency, µM (top dose mostly 76.9 µM), for the others: top-dose activity, negative = inhibition, usual class: inhibitors; AID 504842; actives 0.031% (n = 330,000); further: potency means the concentration at half of the fitted maximal effect; on the % scale 0 is the no-effect control and ±100 the full control effect; nearly all actives have a fitted effect of over 80% in size
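TR-FRET (320 nm excitation; 590 and 665 nm emission) reports ADP made from 10 uM ATP by 25 nM enzyme; compounds were preincubated 10 min, reaction run 30 min, both at 37°C.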
Akt phos inh: blocks phosphorylation of Akt; Neuro2A IGF-stimulated pAkt S473 HTRF, 20 min; stronger effect = lower value; activity change, % for hits at 50 µM; actives 0.32% (n = 360,000); in the data active means activity change below about -80%; inconclusive means mostly about -51% to -80%; further: on the % scale 0 is the no-effect control and ±100 the full control effect
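Single-point screen (50 µM final compound) in Neuro2A cells stimulated 20 min with 6 nM IGF at 37 deg C. After lysis, Ser473-phosphorylated Akt read by HTRF (ex 330 nm, em 615/665 nm) as the 665/615 ratio.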
A549 tox: A549 cytotoxicity, counter-screen for Nrf2 inhibitors; A549 ARE-Fluc cells, CellTiter-Fluor viability, 18-24 h; Potency, µM (series often up to 46 µM), for the others: at the highest dose activity change, negative = cytotoxicity, usual class: inhibitors; actives 0.16% (n = 390,000); further: potency means the concentration at half of the fitted maximal effect; on the % scale 0 is the no-effect control and ±100 the full control effect
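A549 ARE-Fluc cells in 5% FBS OPTI-MEM, 5000 cells/well, rested 2 h then exposed to compounds in concentration-response for 18-24 h at 37 °C. Viability by CellTiter-Fluor fluorescence (Ex 405/Em 525) after 30 min; luciferase luminescence (BugLite, 15 min, RT) read afterwards.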
Starred values were filed as active, the others as inactive; i = inactive; ? = inconclusive; . = no result given; [ ] = another dose, or the depositor's remark. Unless noted, the call rests on the fitted dose curve; in most records, active means well fitted curve in the direction sought with a large enough effect; inconclusive means small, poorly fitted or top-dose-only effect, or another doubt; inactive means no such curve, though single readings can be large; an effect the other way counts as inactive or inconclusive. Random draw from the library; 4.3% or so of the library scored in one or more.

SMILES	Abeta rescue	CCT chaperon mod	TGFb inhibitor	HepG2 tox	Nrf2 activator	Nrf2 inh	MmCpn inh	Akt phos inh	A549 tox
COc1ccc(S(=O)(=O)Cc2ccc(C(=O)NCCc3ccc(S(N)(=O)=O)cc3)o2)cc1	-5%	0.5	2%	6%	-1.6%	9%	3%	i	1%
Cc1cc(OCC(=O)N(C)c2ccccc2)cc2c1C(=O)CC(C)(C)O2	-12%	2.7	-4%	-34%	2.7%	-6%	-1%	i	5%
Cc1ccccc1CSCCNC(=O)c1ccc(N(C)S(=O)(=O)c2ccccc2)cc1	-12%	0.9	-2%	-5%	2.3%	?	1%	i	-9%
CC(=O)c1cccc(NC(=O)/C=C/c2ccc([N+](=O)[O-])s2)c1	-23%	-2.1	7.1µM*	-57%	?	?	2%	i	?
CCn1c(CNC(=O)c2ccccc2F)nnc1SCCOc1ccccc1	-16%	1.1	1%	8%	0.5%	-12%	0%	i	1%
Cc1ccc(S(=O)(=O)CCC(=O)OCC(=O)c2c(N)n(CC(C)C)c(=O)n(C)c2=O)cc1	1%	-1.8	?	6%	7.2%	?	0%	i	-11%
CC(=O)c1sc(NC(=O)CN2C(=O)C3CC=CCC3C2=O)nc1-c1ccccc1 (stereo not given)	-2%	1.7	?	-2%	0.3%	4%	0%	i	6%
CCN(Cc1ccccc1)C(=O)Cn1cc(S(=O)(=O)Cc2cccc(Cl)c2)c2ccccc21	7%	.	-24%	-32%	5.1%	19%	.	.	-20%
Cc1cccc(N2CCN(C(=O)C3CCN(S(=O)(=O)N4CCOCC4)CC3)CC2)c1C	0%	2.0	-29%	-6%	4.2%	21µM*	0%	i	2%
O=C(Cc1ccccc1F)NCC1(N2CCOCC2)CCCCC1	-12%	-0.7	1%	10%	-0.2%	-6%	-3%	i	0%
Cc1ccc(CC(=O)N(Cc2nc(-c3ccc(C)cc3)no2)C(C)C)cc1	3%	.	?	-7%	0.9%	-20%	.	.	8%
Cc1cc2ncn(C(=O)N3CCC(C)CC3)c2cc1C	11%	-0.9	10%	12%	3.2%	?	-1%	.	-10%
COc1cc(C2Nc3ccc4ccccc4c3C3=C2C(=O)CC(C)(C)C3)ccc1OC(C)C(=O)O (stereo not given)	10%	0.7	0%	6%	2.1%	13%	0%	i	4%
N#Cc1cc(Sc2ccccn2)c(Sc2ccccn2)cc1C#N	-1%	-3.1	3%	-5%	-0.4%	.	-8%	i	-1%
Cn1cc(C(=O)N/N=C/C(Br)=C/c2ccccc2)ccc1=O	-8%	-2.2	?	-33%	?	16%	-1%	i	5%
Cc1cccc(NC(=S)N(Cc2cccs2)Cc2cc3cc(C)cc(C)c3[nH]c2=O)c1	-16%	0.8	-2%	-3%	-0.4%	5%	0%	i	-2%
Cc1ccccc1NC1=NC(=S)N(c2ccccc2)C12CCOC(C)(C)C2 (stereo not given)	0%	1.0	-3%	6%	-0.4%	5%	-9%	.	-5%
Fc1ccc(CNc2ncnc3onc(-c4ccc(F)cc4)c23)cc1	-8%	.	-9%	-21%	-0.9%	-24%	.	.	7%
CC1=CC(C)(C)N2C(=O)C3(NCCc4c3[nH]c3ccccc43)c3cc(C)cc1c32 (stereo not given)	-1%	-3.0	?	-2%	3.2%	?	-1%[15.4 µM]	i	12µM*
Cc1ccc(-c2cc(C(=O)OCn3nnc4ccccc4c3=O)c3ccccc3n2)cc1	7%	-1.6	?	19%	-0.7%	?	-7%	i	-1%

Next section; the last 4 above are carried over.
SMILES	Abeta rescue	CCT chaperon mod	TGFb inhibitor	HepG2 tox	Nrf2 activator	Nrf2 inh	MmCpn inh	Akt phos inh	A549 tox
Cc1ccccc1NC1=NC(=S)N(c2ccccc2)C12CCOC(C)(C)C2 (stereo not given)	0%	1.0	-3%	6%	-0.4%	5%	-9%	.	-5%
Fc1ccc(CNc2ncnc3onc(-c4ccc(F)cc4)c23)cc1	-8%	.	-9%	-21%	-0.9%	-24%	.	.	7%
CC1=CC(C)(C)N2C(=O)C3(NCCc4c3[nH]c3ccccc43)c3cc(C)cc1c32 (stereo not given)	-1%	-3.0	?	-2%	3.2%	?	-1%[15.4 µM]	i	12µM*
Cc1ccc(-c2cc(C(=O)OCn3nnc4ccccc4c3=O)c3ccccc3n2)cc1	7%	-1.6	?	19%	-0.7%	?	-7%	i	-1%
CC(C)(C)c1ccc(C(=O)N2CCC3(CC2)NCCc2[nH]cnc23)cc1	-11%	0.1	?	-4%	0.2%	-7%	-1%	i	1%
O=C(CN1CCN(c2ccc(O)cc2)CC1)NC(c1ccccc1)c1ccccc1	15%	-0.8	-10%	-8%	0.0%	-6%	3%	i	1%
CCOC(=O)c1c(NC(NC(C)=O)C(Cl)(Cl)Cl)sc(C(C)=O)c1C (stereo not given)	24%	0.8	0%	-6%	-0.4%	-25%	-9%	i	-18%
Cc1ccnc(NC(=S)NC(=O)/C=C/c2ccccc2)c1	4%	0.2	21%	0%	3.0%	21%	-1%	i	-2%
Cc1ccccc1/C=N\NC(=O)c1ccccc1-n1cccc1	-4%	-7.8	40%[activator]	0%	10%	-6%	0%	i	-1%
COCCN(CCOC)S(=O)(=O)c1ccc(C(=O)Nc2nnc(C3CC3)o2)cc1	-11%	0.0	-23%	0%	0.0%	25%	2%	i	9%
COc1cc(C(c2c(C)[nH][nH]c2=O)c2c(C)[nH][nH]c2=O)ccc1OS(=O)(=O)c1ccccc1	17%	-3.9	3%	-25%	3.0%	-12%	-3%	i	2%
OCCCNCc1ccc(Cl)cc1Cl	-1%	-1.5	9%	-6%	-0.6%	1%	-2%	i	-2%
Cc1ccn2c(c1)nc(=S)n2C(=O)c1ccccc1	2%	-3.5	3%	-12%	?	?	1%	i	4%
O=C(COC(=O)C1CCN(c2ccc(C(F)(F)F)cn2)CC1)c1ccccc1Cl	6%	2.4	-14%	0%	2.6%	-3%	?	i	0%
O=c1[nH]c2ccccc2nc1NCc1ccccc1	15%	-0.9	7%	0%	5.5%	2%	-1%	i	0%
COCCCNC(=O)CN1CCN(Cc2ccccc2Cl)C1=O	-14%	-3.5	-10%	-8%	-0.6%	-17%	2%	i	-3%
CSc1nn(Cc2cccc(F)c2)c(N(C(C)=O)C(C)=O)c1S(=O)(=O)c1ccccc1	-42%[inhibitor]	.	?	-52%	-0.3%	-12%	.	.	-12%
COc1cccc(C2/C(=C(/O)c3ccc4c(c3)OCO4)C(=O)C(=O)N2CCN2CCOCC2)c1 (stereo not given)	22%	-1.4	-5%	-7%	0.4%	0%	-5%	i	0%
C[C@@H]1CN([C@H](C)CO)S(=O)(=O)c2ccc(Br)cc2O[C@@H]1CN(C)C(=O)Nc1ccc(C(F)(F)F)cc1	-9%	1.8	?	-39%	-4.7%	.	.	i	.
COc1cccc(CNC(=O)c2ccc3c(c2)nnn3C2CCCC2)c1	-14%	.	?	-70%	3.4%	?	.	.	-2%
CCN(CC(=O)NCc1cccs1)C(=O)/C=C/c1cccc(Br)c1	7%	-1.9	-5%	-6%	-0.2%	0%	-2%	i	-3%
CCOc1ccc(NC2C=CS(=O)(=O)C2)cc1 (stereo not given)	-6%	-2.1	8%	-17%	-0.2%	?	1%	i	-2%
N#Cc1ccccc1NC(=O)CNc1ccc(Cl)c(C(F)(F)F)c1	28%	-2.8	1%	6%	0.1%[9.22 µM]	6%	6%	i	12%
O=C(Oc1ccc(C(=S)N2CCOCC2)cc1)c1ccc([N+](=O)[O-])cc1	-4%	0.5	2%	-1%	-0.3%	-23%	1%	i	0%
CC(CCc1ccccc1)NC(=O)C1CCCN(c2nnc(-n3cccc3)s2)C1 (stereo not given)	9%	-1.4	-22%	-35%	4.3%	7%	2%	i	1%
COc1ccc(C=NCCC2(O)CC(C)N(C)CC2C)cc1 (stereo not given)	3%	-0.6	0%	-4%	0.3%	2%	0%	i	3%
O=C(CCNC(=O)c1ccc([N+](=O)[O-])cc1)Nc1ccc(S(=O)(=O)N2CCOCC2)cc1	0%	-4.7	12%	5%	-1.4%	?	3%	i	3%
Cc1c(Nc2scc(-c3ccccc3)[n+]2-c2ccccc2)c(=O)n(-c2ccccc2)n1C	1%	-1.7	10%	-8%	-0.2%	1%	-1%	i	-14%
CCOc1ccc(-c2noc(CCC(=O)NCC3CCCO3)n2)cc1OC (stereo not given)	-13%	-0.6	-30%	-23%	0.3%	0%	1%	i	5%
COc1ccc(N2CCN(CC(=O)Nc3sccc3C#N)CC2)cc1	-1%	1.3	2%	-3%	-0.2%	5%	-3%	i	8%
c1cc(-c2nnc(-c3ccncc3)o2)ccn1	-1%	-0.6	-4%	-2%	-0.7%	5%	-1%	i	-1%
Cc1c(/C=N/NC(=O)CNc2ccccc2)c2ccccn2c1C(=O)c1ccncc1	-5%	-0.2	28%	28%	-0.1%	5%	0%	i	-2%
CCc1nc(SCC(=O)Nc2ccc(N(CC)CC)cc2)n[nH]1	1%	1.3	11%	21%	-0.1%	-23%	.	i	-7%
CC(C)N1C(=O)C(=O)N(CC(=O)N2c3ccccc3NC(=O)CC2C)C1=O (stereo not given)	2%	-3.9	-5%	-20%	0.0%	-6%	1%	i	0%
COc1cccc(/C=C/C(=O)OCC(=O)c2cc(C)n(CC3CCCO3)c2C)c1OC (stereo not given)	-6%	1.4	-5%	-3%	0.4%	-45%	1%	i	-5%
CCC1CCCCN1C(=O)Cn1c(=O)n(CC2CCC(C(=O)NC)CC2)c(=O)c2sccc21 (stereo not given)	-7%	.	-12%	-1%	-0.2%	?	.	.	0%
